TrxR1 inh: rat TrxR1 inhibition; O89049; recombinant rTrxR1, NADPH fluorescence consumption, selenite substrate; Potency, µM (doses to about 114 µM), for the others: at the highest dose activity change, negative = inhibition, hits mostly inhibitors; hit rate 1% among 390,000; note: potency is the fitted concentration of half-maximal effect; % is set by controls: 0 for no effect and ±100 for the full control effect; nearly all actives have a fitted effect of over 65% in size
Target sequence (O89049 whole entry, looked up): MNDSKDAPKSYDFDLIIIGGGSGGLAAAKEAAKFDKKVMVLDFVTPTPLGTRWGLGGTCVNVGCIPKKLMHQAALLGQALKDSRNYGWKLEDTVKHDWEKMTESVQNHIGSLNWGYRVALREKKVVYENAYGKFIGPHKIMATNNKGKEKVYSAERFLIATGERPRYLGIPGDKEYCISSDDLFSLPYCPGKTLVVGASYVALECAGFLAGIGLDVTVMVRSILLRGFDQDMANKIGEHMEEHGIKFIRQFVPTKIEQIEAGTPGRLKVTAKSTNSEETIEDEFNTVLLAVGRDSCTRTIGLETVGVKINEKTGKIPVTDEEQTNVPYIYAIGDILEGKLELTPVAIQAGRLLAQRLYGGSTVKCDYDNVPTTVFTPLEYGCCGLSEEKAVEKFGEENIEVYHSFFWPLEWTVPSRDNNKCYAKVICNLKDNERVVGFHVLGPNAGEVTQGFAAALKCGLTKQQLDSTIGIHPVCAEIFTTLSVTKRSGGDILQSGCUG
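Rat TrxR1 (90 nM in the dispensed reagent) was pre-reduced with 400 uM NADPH for 5 min at room temperature, then incubated with compound for 15 min. After 400 uM selenite was added, NADPH fluorescence (Ex 340/Em 450 nm) was followed for 8 min.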
USP1 inh: USP1/UAF1 (human) deubiquitinase inhibition | O94782 | recombinant USP1/UAF1, Ub-Rhodamine cleavage fluorescence | Potency, µM (titrated, usually from 57.1 µM), for inactives: at the top dose activity change, negative = inhibition, hits mostly inhibitors | hit rate 0.23% among 390,000 | AID 743255; note: potency is the fitted concentration of half-maximal effect; % is set by controls: 0 for no effect and ±100 for the full control effect; nearly all actives have a fitted effect of over 60% in size; inactives centre near -12
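1 nM enzyme complex + cpd, 15 min RT; start with Ub-Rho 150nM final; kinetic fluorescence ex 480/em 540, 6 reads q60 s. Buffer 50mM HEPES pH 7.8, 0.5mM EDTA, 0.1 mg/ml BSA, 1mM TCEP, 0.01% Tween-20.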
RGS4 inh: human RGS4 inhibition; Transcreener GDP fluorescence polarization, RGS4-accelerated GTP hydrolysis; Potency, µM (top dose mostly 114 µM), for inactives: at the highest dose activity change, negative = inhibition, actives largely listed as inhibitors; hit rate 0.039% among 390,000; AID 504845; note: potency is the fitted concentration of half-maximal effect; % is set by controls: 0 for no effect and ±100 for the full control effect; nearly all actives have a fitted effect of over 75% in size; some results filed as inactive show a strong effect at the top dose
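MLSMR compounds (23 nl, pin-transferred) preincubated 10 min at room temperature with a 500nM (2x) first reagent, then RGS4 at 900nM (2x) plus Transcreener GDP mix added; fluorescence polarization (620/688 nm) read before and after 90 min at 30 °C.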
Glioma ERSR ind: inducers of ER stress response in human glioma cells | hit rate 0.02% among 420,000 | AID 602332 | U87-MG GRP78 promoter luciferase reporter, 16 h | Potency, µM, inactives show top-dose activation, most hits filed as activators; note: potency is the fitted concentration of half-maximal effect; series mostly up to about 76 µM; % of control where 0% means no effect; nearly all actives have a fitted effect of over 35% in size
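Stably transfected U87-MG human glioma cells carrying a GRP78-based luminescent sensor were seeded at 1000 cells/well, pin-dosed with compounds and incubated 16 h. Luciferase reagent was then added, and end-point luminescence was read after 10 min at room temperature.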
TrxR1 substrate: rat thioredoxin reductase 1 substrate activity; Potency, µM (titrated, usually from 114 µM), for inactives: at the top dose activity change, negative = substrate turnover; hit rate 0.01% among 390,000; O89049; purified TrxR1 substrate turnover, NADPH consumption readout; note: potency is the fitted concentration of half-maximal effect; % is set by controls: 0 for no effect and ±100 for the full control effect; nearly all actives have a fitted effect of over 50% in size
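Rat TrxR1, dispensed at 90 nM, was prereduced with 400 uM NADPH (final) for 5 min at ~22 deg C, then incubated with compound 15 min before 400 uM selenite. A first-read NADPH fluorescence drop versus no-compound background flagged substrates.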
LDHA block: LDHA (human) enzyme inhibition. purified LDHA, NADH/diaphorase-resazurin fluorescence; stronger effect = lower value. activity change, % (values are at about 110 or 230 µM). hit rate 0.15% among 480,000. AID 1347041; in the data active = activity change below about -30%; inconclusive = mostly about -25% to -30%;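 note: plate controls were DMSO wells for no effect and wells without enzyme for full effect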
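Human LDH5 (2 nM) was incubated with 0.06 mM NADH and 0.2 mM pyruvate for 5 min at room temperature in Tris pH 7.4. Remaining NADH was coupled through diaphorase/resazurin, and resorufin fluorescence was read at 0 and 20 min.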
mIDH1 inhibitor: blocks human mutant IDH1 R132H enzyme. O75874. IDH1-R132H enzyme, NADPH consumption, diaphorase/resazurin fluorescence. Potency, µM (highest dose often 76.6 µM), for inactives: at the top dose activity change, negative = inhibition, usual class: inhibitors. hit rate 0.093% among 390,000. AID 602179; note: potency is the fitted concentration of half-maximal effect; % is set by controls: 0 for no effect and ±100 for the full control effect; nearly all actives have a fitted effect of over 65% in size
Target sequence (O75874 whole entry R132H, stated change not applied): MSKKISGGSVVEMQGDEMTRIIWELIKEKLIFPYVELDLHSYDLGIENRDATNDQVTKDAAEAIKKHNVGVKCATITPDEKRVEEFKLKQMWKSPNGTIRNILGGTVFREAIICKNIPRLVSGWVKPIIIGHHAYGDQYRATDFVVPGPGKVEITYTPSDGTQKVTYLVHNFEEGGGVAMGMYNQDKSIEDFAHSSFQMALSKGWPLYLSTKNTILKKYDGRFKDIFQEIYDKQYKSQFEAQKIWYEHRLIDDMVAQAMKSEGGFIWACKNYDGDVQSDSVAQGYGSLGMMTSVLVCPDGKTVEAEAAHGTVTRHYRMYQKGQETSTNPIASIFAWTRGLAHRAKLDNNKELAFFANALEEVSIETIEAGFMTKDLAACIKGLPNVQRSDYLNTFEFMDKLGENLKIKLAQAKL
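IDH1-R132H (0.5 ug/mL dispensed) in pH 7.5 Tris buffer was preincubated 30 min with compound, then given a substrate mix of 0.016 mM NADPH and 2 mM alpha-KG for 80 min at room temperature; remaining NADPH was read by diaphorase/resazurin fluorescence.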
Vif-APOBEC3G blk: Vif-A3G binding inhibition. Q9HC16. HeLa A3G-eYFP + Vif (tagged APOBEC3G with the HIV-1 protein that degrades it), YFP fluorescence, overnight. Potency, µM (titrated, usually from 46.1 µM), for inactives: at the highest dose activity, negative = active, actives largely listed as inhibitors. hit rate 0.076% among 410,000. AID 602310;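 note: potency is the fitted concentration of half-maximal effect; % is set by controls: 0 for no effect and ±100 for the full control effect; nearly all actives have a fitted effect of over 60% in size; hits raise eYFP signal because A3G escapes Vif-driven loss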
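HeLa cells stably expressing Vif and C-terminally eYFP-tagged A3G, seeded overnight at 37 deg C, then exposed to compound by pintool overnight at 37 deg C. Rise in yellow fluorescence (Ex 488/Em 500-530, Acumen) marks blocked Vif-driven A3G degradation.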
Vif-A3F inh: blocks the Vif interaction with APOBEC3F | HeLa A3F-eYFP + Vif (tagged APOBEC3F with the HIV-1 protein that degrades it), YFP fluorescence increase | Potency, µM (highest dose often 46.1 µM), without a hit: top-dose activity, negative = active | hit rate 0.2% among 390,000; note: potency is the fitted concentration of half-maximal effect; % of control where 0% means no effect; nearly all actives have a fitted effect of over 65% in size
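HeLa cells stably expressing Vif plus C-terminally eYFP-tagged A3F were seeded, incubated overnight at 37 deg C, dosed with compound, incubated overnight again at 37 deg C. Yellow fluorescence (Ex 488/Em 500-530) reported blocked Vif-mediated A3F-eYFP degradation.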
The depositor's hits bear a star; ? = inconclusive; . = not tested or not shown; & = joins results of further samples; [ ] = dose if it differs, or a comment. Unless noted, calls come from the whole dose curve; as a rule, active = well fitted curve in the direction sought with a large enough effect; inconclusive = small, poorly fitted or top-dose-only effect, or another doubt; inactive = no such curve, though single readings can be large; an effect the other way counts as inactive or inconclusive.

1) CCCCn1c(N)c(N(CCOC)C(=O)COc2c(C)cccc2C)c(=O)[nH]c1=O
2) O=C(c1cccs1)N1CCn2c1nc1ccccc12
3) Cc1ccc2nc(C)cc(C(=O)NC3CCCCCC3)c2c1
4) CCC1CCCCN1CCCNC(=O)c1ccc2c(c1)NC(=O)CS2 (stereo unspecified)
5) Clc1ccc(Br)c(-c2nc3ccccc3[nH]2)c1
6) CC(Sc1ncnc2sc(-c3ccccc3)cc12)C(N)=O (stereo unspecified)
7) Cc1nc2sc(C(c3ccco3)N3CCN(c4ccccc4F)CC3)c(O)n2n1 (stereo unspecified)
8) COc1cc(-c2ccc3oc(-c4ccsc4)cc3c2)cc(OC)c1OC
screen / no.,1,2,3,4,5,6,7,8
TrxR1 inh,16%,6%[57.1 µM],7%,11%[57.1 µM],.,13%,-3%,12%[57.1 µM]
USP1 inh,-22%,5%,-8%,-25%,1%,-25%,?,17%
RGS4 inh,-20%,16%,14%,2%[56.9 µM],.,-35%,-17%,24%
Glioma ERSR ind,-2%,-2%,-1%,10%,-4%,6%,-2%,-2%
TrxR1 substrate,0%,6%[57.1 µM],19%,6%[57.1 µM],.,5%,-6%,17%[57.1 µM]
LDHA block,-3,-4,-6,-3,-12,-4,5,-1
mIDH1 inhibitor,17%,-1%,3%,9%,-7%,0%,-2%,4%
Vif-APOBEC3G blk,3%,0%,-9%,-2%,-7%,-10%,0%,-6%
Vif-A3F inh,-7%,1%,-2%,1%,-2%,4%,-1%,-2%

9) O=c1cnnc(N/N=C/c2ccc3c(c2)OCO3)[nH]1
10) N#C/C(=N\Nc1ccc(Cl)c(Cl)c1)C(=O)C1CC1
11) CC(=O)C1=C(C)NC(SCC(=O)c2ccc(Cl)cc2)=C(C#N)C1CC(C)C (stereo unspecified)
12) O=S1(=O)CCOC[C@H](Cc2ccccc2)N1Cc1ccccc1F
13) C=CCNC(=O)C1CCN(S(C)(=O)=O)CC1
14) Cc1cc(C)cc(NC(=O)Nc2cnccn2)c1
15) O=C(NCc1ccccc1)C12CC3CC(CC(C3)C1)C2
16) COc1ccc(OC)c(CN(CCN2CCOCC2)C(=O)Nc2ccccc2)c1
screen / no.,9,10,11,12,13,14,15,16
TrxR1 inh,-5%,5%,-25%,20%[57.1 µM],12%,23%,2%,16%[57.1 µM]
USP1 inh,-10%,-32%,-22%,-32%,-16%,-8%,-17%,-14%
RGS4 inh,-7%[11.4 µM],3%,-22%,14%,7%,5%,-5%,-20%
Glioma ERSR ind,3%,2%,0%,-2%,-1%,-1%,-3%,1%
TrxR1 substrate,-13%,-4%,-6%,3%[57.1 µM],3%,4%,-3%,13%[57.1 µM]
LDHA block,-7,-7,-1,-1,-5,-1,1,-5
mIDH1 inhibitor,-10%,0%,5%,9%,3%,-3%,1%,-4%
Vif-APOBEC3G blk,-2%,-6%,-2%,3%,-7%,-7%,-1%,0%
Vif-A3F inh,3%,5%,0%,6%,-9%,-14%,-6%,-14%

17) O=C(Nc1ccncc1)C1CCN(S(=O)(=O)c2ccccc2)CC1
18) Cc1ccc(-n2c(=O)c3c4c(sc3n(CC(=O)Nc3ccccc3C)c2=O)CCCCC4)cc1C
19) CCc1ccc2[nH]c(=O)c(CN(CCN(C)C)C(=S)NCc3ccco3)cc2c1
20) Cc1cccc(C(=O)OCc2cnc(Cl)s2)c1
21) O=C(NCCCc1ccccc1)c1ccccc1
22) COc1ccc(-c2sc3ccc(N4CCOCC4)cc3c2C#CCO)cc1
23) CNC(=O)COC(=O)c1cccc(S(=O)(=O)N2CCN(c3ccc(F)cc3)CC2)c1
24) COCCNC(=O)CN(C(=O)CCC(=O)Nc1cc(C)on1)c1ccc(C)cc1C
screen / no.,17,18,19,20,21,22,23,24
TrxR1 inh,7%,3%,-22%,-9%,18%[57.1 µM],9%[57.1 µM],25%[57.1 µM],-13%
USP1 inh,-7%,-4%,-4%,-7%,1%,-28%,1%,2%
RGS4 inh,1%,31%,-28%,-13%,-8%,-17%,14%[56.9 µM],-4%
Glioma ERSR ind,-6%,-2%,-1%,-4%,11%,-4%,-3%,-2%
TrxR1 substrate,3%,-6%,-9%,-12%,11%[57.1 µM],-6%,8%[57.1 µM],-8%
LDHA block,-6,-5,-2,-7,-6,3,-10,2
mIDH1 inhibitor,-7%,12%,-1%,6%,-1%,4%,-1%,-2%
Vif-APOBEC3G blk,-4%,1%,4%,0%,-2%,-3%,1%,-1%
Vif-A3F inh,-23%,0%,-10%,5%,5%,-1%,-14%,-1%

25) Cc1ccc(-n2ncc3c(Nc4ccccc4C)ncnc32)cc1
26) CC12CCC3C(CCC4N(CCO)CCC34C)C1CCC2O (stereo unspecified)
27) O=C(COC(=O)c1cc(S(=O)(=O)N2CCOCC2)ccc1Cl)NCc1ccc2c(c1)OCO2
28) Cc1ccc(CSCCNC(=O)c2cccc([N+](=O)[O-])c2)cc1
29) Cc1ccc2c(c1)C1CN(C)CCC1N2C(=O)COc1ccccc1F (stereo unspecified)
30) COc1ccccc1[C@@H]1C(c2cccc(C)c2)=NN(c2ccc(Br)cc2)[C@H]1C(=O)N1CCOC1=O
31) Cc1c(C(c2ccc(C(=O)O)cc2)c2c(C)n(C)n(-c3ccccc3)c2=O)c(=O)n(-c2ccccc2)n1C
32) COc1cc2ccccc2cc1C(=O)Nc1ccc2oc(-c3ccc(Cl)cc3)nc2c1
screen / no.,25,26,27,28,29,30,31,32
TrxR1 inh,24%[57.1 µM],32%,21%,-7%,21%,78%[activator],12%[57.1 µM],9%
USP1 inh,?,-16%,-6%,-5%,-29%,-20%,-16%,-31%
RGS4 inh,-2%,-7%,24%,-25%,4%,20%,-15%,-12%
Glioma ERSR ind,-1%,-3%,-2%,-4%,-4%,-3%&-3%,10%,-1%
TrxR1 substrate,4%[57.1 µM],6%,1%,-12%,9%,81%[activator],-20%[57.1 µM],20%
LDHA block,0,2,-3,-7,-10,-3,0,1
mIDH1 inhibitor,-4%,0%,-2%,5%,-2%,-1%,2%,6%
Vif-APOBEC3G blk,-1%,-1%,1%,1%,-4%,-4%,2%,8%
Vif-A3F inh,1%,6%,5%,-2%,7%,0%,-5%,-16%

Some of the entries so far, as tab-separated lines:
No.	Molecule	TrxR1 inh	USP1 inh	RGS4 inh	Glioma ERSR ind	TrxR1 substrate	LDHA block	mIDH1 inhibitor	Vif-APOBEC3G blk	Vif-A3F inh
26	CC12CCC3C(CCC4N(CCO)CCC34C)C1CCC2O (stereo unspecified)	32%	-16%	-7%	-3%	6%	2	0%	-1%	6%
27	O=C(COC(=O)c1cc(S(=O)(=O)N2CCOCC2)ccc1Cl)NCc1ccc2c(c1)OCO2	21%	-6%	24%	-2%	1%	-3	-2%	1%	5%
28	Cc1ccc(CSCCNC(=O)c2cccc([N+](=O)[O-])c2)cc1	-7%	-5%	-25%	-4%	-12%	-7	5%	1%	-2%
29	Cc1ccc2c(c1)C1CN(C)CCC1N2C(=O)COc1ccccc1F (stereo unspecified)	21%	-29%	4%	-4%	9%	-10	-2%	-4%	7%

(next part)
33) Cc1ccc(-c2nnc(Nc3ccc(Cl)c(Cl)c3)c3ccccc23)cc1S(=O)(=O)N(C)C
34) CSc1c(CC(=O)NCCO)n(C)c2ccccc12
35) CSCCC(NS(=O)(=O)c1ccc2c(c1)oc(=O)n2C)C(=O)NCc1ccc(Cl)cc1 (stereo unspecified)
36) COc1ccc2c(CCNC(=O)c3ccco3)c[nH]c2c1
37) CCCOc1ccc(C(=O)Nc2cc(S(=O)(=O)N3CCOCC3)ccc2N2CCN(CC)CC2)cc1OC
38) Cc1[nH]n(-c2ccccc2)c(=O)c1N=Nc1ccccc1C(=O)N1CCOCC1
39) COc1ccc2c(c1)c1c(c(=O)n(-c3ccc(OC)c(OC)c3)c(=O)n1Cc1ccccc1F)n2C
40) CC(O)c1nc2ccccc2n1CCCc1ccccc1 (stereo unspecified)
41) N#Cc1c(N)nc2c(c1N)CC(C(F)(F)F)O2 (stereo unspecified)
42) COc1ccccc1NC1=Nc2cccc3cccc1c23
screen / no.,33,34,35,36,37,38,39,40,41,42
TrxR1 inh,26%,7%,18%[57.1 µM],6%,16%,-5%[57.1 µM],24%,24%,19%[57.1 µM],23%[57.1 µM]
USP1 inh,?,4%,2%,-12%,0%,-21%,-14%,-13%,-9%,-2%
RGS4 inh,-12%,-4%,-18%,-47%,?,14%,-14%,23%,8%,-14%
Glioma ERSR ind,-3%,-3%,-4%,0%,-2%,-2%,-3%,-3%,-4%,-1%
TrxR1 substrate,1%,13%,-2%[57.1 µM],0%,68%[activator],-3%[57.1 µM],3%,5%,-4%[57.1 µM],-6%
LDHA block,-6,-2,1,5,-11,-2,-1,-7,-6,-2
mIDH1 inhibitor,-13%,-1%,2%,6%,21%,2%,22%,6%,-5%,7%
Vif-APOBEC3G blk,-10%,0%,-6%,-6%,1%,-1%,5%,2%,-3%,-3%
Vif-A3F inh,-6%,1%,-5%,2%,-28%,12%,2%,-1%,-3%,-7%

An excerpt (hit frequency here may not be typical).
